Screens deposited in PubChem BioAssay by National Center for Advancing Translational Sciences (NCATS).
FLuc modulator: counter-screen for miR-21 project: firefly luciferase inhibitors or activators | P08659 | purified FLuc, Km substrates, luminescence inhibition | Potency, µM (highest dose often 57.5 µM), without a hit: at the highest dose activity change, negative = inhibition, usual class: inhibitors | 360,000 compounds, 6.9% hits | AID 588342;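 also: potency is read from the fitted curve at half-maximal effect; plate controls were vehicle for no effect and reference inhibitor for full effect; nearly all actives have a fitted effect of over 55% in size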
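Purified P. pyralis luciferase (10nM final) with 10uM D-luciferin and 10uM ATP (Km levels) in 50mM Tris acetate pH 7.5, 10mM Mg acetate, 0.01% Tween-20, 0.05% BSA; qHTS 6-point titration, ~60 µM downward; luminescence read.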
p53 reactivation: restores transcriptional activity of mutant p53; H1299 p53-A138V BP100-luciferase reporter, luminescence, 24 h; Potency, µM (series often up to 92.2 µM), for inactives: at the highest dose activity change, positive = activation, usual class: activators; 320,000 compounds, 0.063% hits; also: potency is read from the fitted curve at half-maximal effect; % of control where 0% means no effect; nearly all actives have a fitted effect of over 45% in size
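p53-null H1299 cells stably carrying temperature-sensitive p53-A138V and a BP100-luciferase reporter were pinned with compounds (4-point, 1:5 series) and held 24 hrs at 37 deg C. Luminescence was read 10 min after detection reagent.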
NPC1 promoter act: activates the NPC1 promoter | 320,000 compounds, 2.4% hits | Huh7 NPC1 promoter luciferase reporter, 24 h | Potency, µM (series often up to 9.22 µM), without a hit: at the highest dose activation, most hits filed as activators;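 also: potency is read from the fitted curve at half-maximal effect; % of control where 0% means no effect; nearly all actives have a fitted effect of over 60% in size; reporter is driven by a mutant NPC1 promoter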
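Stable NPC1-promoter luciferase Huh7 line; cpd (DMSO) 24 h, 37 °C, 5% CO2; Amplite luciferase reagent 10 min RT; luminescence readout. qHTS format.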
BRCA1 expr up: activators of BRCA1 expression; MCF7-BRCA1-FFLuc reporter, luminescence, 48 h; response scale: scaled: vehicle 0%, 10 µM genistein 100%; Potency, µM (top dose mostly 46.1 µM), without a hit: top-dose activation, most hits filed as activators; 380,000 compounds, 1.1% hits; also: potency is read from the fitted curve at half-maximal effect; nearly all actives have a fitted effect of over 80% in size; some results filed as inactive show a strong effect at the top dose
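Luminescence from a BRCA1-driven firefly luciferase in MCF7 cells was read after 48 h compound exposure at 37 C. Data normalized against DMSO and a 10microM genistein activation control, then curve-fitted across the titration.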
ELG1 genotox: genotoxicity induction in ELG1-luciferase HEK293T cells | HEK293T ELG1-luciferase reporter, luminescence, 16 h | Potency, µM (top dose mostly 46 µM), for inactives: at the top dose activity change, positive = activation, actives largely listed as activators | 330,000 compounds, 1.3% hits | AID 504466; also: potency is read from the fitted curve at half-maximal effect; % of control where 0% means no effect; nearly all actives have a fitted effect of over 60% in size
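Luminescence read-out: rising ELG1-luciferase signal, reflecting elevated ELG1 protein under genetic stress, flags genotoxic compounds. Cells were treated for 16 hr at 37 °C before ONE-Glo detection.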
TRPV1 ag: agonists of human vanilloid receptor 1 (TRPV1); AID 540275; activation, % at 8.33 µM; TRPV1-expressing cells, Fluo-8 calcium influx, agonist mode; 320,000 compounds, 0.19% hits; in the data active = activation above about 80%; inconclusive = between about 30% and that limit; also: 0% is about no effect
Target sequence (Q8NER1 whole entry, looked up): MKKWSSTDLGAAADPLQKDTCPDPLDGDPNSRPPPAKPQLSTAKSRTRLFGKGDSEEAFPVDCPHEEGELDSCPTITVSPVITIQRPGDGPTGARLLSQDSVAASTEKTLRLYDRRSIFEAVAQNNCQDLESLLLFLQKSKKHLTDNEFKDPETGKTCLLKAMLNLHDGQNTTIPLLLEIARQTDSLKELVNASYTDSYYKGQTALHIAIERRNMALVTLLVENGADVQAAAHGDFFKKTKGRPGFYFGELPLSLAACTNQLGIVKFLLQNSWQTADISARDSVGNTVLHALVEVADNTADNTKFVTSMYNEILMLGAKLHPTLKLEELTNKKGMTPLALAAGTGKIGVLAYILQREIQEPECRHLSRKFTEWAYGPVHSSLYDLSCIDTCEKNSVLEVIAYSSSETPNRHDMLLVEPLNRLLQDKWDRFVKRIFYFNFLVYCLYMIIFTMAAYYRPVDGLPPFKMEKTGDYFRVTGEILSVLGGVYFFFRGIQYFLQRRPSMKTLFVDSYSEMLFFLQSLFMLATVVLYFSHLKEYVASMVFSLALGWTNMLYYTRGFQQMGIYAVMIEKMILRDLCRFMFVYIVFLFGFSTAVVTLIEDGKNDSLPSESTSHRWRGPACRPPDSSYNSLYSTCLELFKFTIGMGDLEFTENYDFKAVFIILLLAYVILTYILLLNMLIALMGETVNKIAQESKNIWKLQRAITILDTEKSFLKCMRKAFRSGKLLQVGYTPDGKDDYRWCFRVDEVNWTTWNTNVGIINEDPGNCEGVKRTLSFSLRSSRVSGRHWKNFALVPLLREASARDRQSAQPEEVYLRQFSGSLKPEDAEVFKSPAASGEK
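Cells expressing TRPV1 were dye-loaded with Fluo-8 and read kinetically: 10 s baseline, 3 min after compound (agonist portion), then 2 min after EC20 capsaicin (allosteric enhancer portion). Calcium-bound dye fluorescence at 480/520 nm.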
Tb PFK block: T. brucei PFK enzyme inhibition. T. brucei PFK, ADP-Glo luminescence. Potency, µM (doses to about 57.5 µM), without a hit: at the top dose activity, negative = inhibition, hits mostly inhibitors. 330,000 compounds, 0.17% hits. AID 485367;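 also: potency is read from the fitted curve at half-maximal effect; 0% = uninhibited 1x PFK enzyme wells and -100% = no-enzyme wells; nearly all actives have a fitted effect of over 60% in size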
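Luminescent ADP detection (ADP-Glo, two-step: ATP depletion then ADP-to-ATP conversion for luciferase) reported PFK activity after 45 min room-temperature reaction of 1.25 nM enzyme with 0.5 mM F6P and 0.1 mM ATP at pH 8.0.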
ELG1 DNA repair: ELG1-dependent DNA repair inhibition; HEK293T ELG1-luciferase reporter, luminescence, 16 h; DNA damage induced by 5-fluorouridine; Potency, µM (series often up to 46.1 µM), without a hit: at the top dose activity change, negative = inhibition, actives largely listed as inhibitors; 330,000 compounds, 2.3% hits; AID 504467; also: potency is read from the fitted curve at half-maximal effect; % is scaled to controls: 0 for no effect and ±100 for the full control effect; nearly all actives have a fitted effect of over 55% in size
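5-Fluorouridine DNA damage + compound/DMSO, 2,000 cells/well, 16 h, 37 °C/5% CO2. ONE-Glo, 30 min RT, luminescence. Readout = decrease in reporter signal.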
Gal4-VP16 FLuc: Gal4-VP16 reporter inhibition counter-screen. AID 2546. 310,000 compounds, 3.5% hits. Drosophila S2 Gal4-VP16 UAS-luciferase, luminescence, 20 h. Potency, µM (series often up to 53.6 µM), inactives show at the top dose activity, negative = inhibition, most hits filed as inhibitors;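 also: Gal4-VP16 expression switched on by copper sulfate through the metallothionein promoter; potency is read from the fitted curve at half-maximal effect; % is scaled to controls: 0 for no effect and ±100 for the full control effect; nearly all actives have a fitted effect of over 50% in size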
Rab9 promoter act: activators of Rab9 promoter. Huh7 Rab9 promoter-luciferase reporter, luminescence, 24 h. Potency, µM (highest dose often 9.22 µM), without a hit: at the top dose activation, negative = inhibition, most hits filed as activators. 320,000 compounds, 2.8% hits; also: potency is read from the fitted curve at half-maximal effect; % of control where 0% means no effect; nearly all actives have a fitted effect of over 60% in size
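Measured in stably transfected Huh7 cells bearing a Rab9 promoter–luciferase construct: 24 h compound treatment at 37 °C, followed by luminescence detection.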
RORg inh: inhibitors of mouse ROR gamma transcriptional activity; 310,000 compounds, 5.4% hits; Potency, µM (titrated, usually from 53.6 µM), for the others: at the highest dose activity change, negative = inhibition, usual class: inhibitors; AID 2551; P51450; Drosophila S2 Gal4-RORgamma UAS-luciferase reporter, 20 h; also: potency is read from the fitted curve at half-maximal effect; % is scaled to controls: 0 for no effect and ±100 for the full control effect; nearly all actives have a fitted effect of over 60% in size
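Using a luciferase readout, inhibitors were identified by reduced reporter activity in Drosophila cells coexpressing a copper-inducible Gal4–ROR gamma fusion and UAS-driven Photinus luciferase, incubated 20 hr after 700 uM copper sulfate.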
An asterisk follows results filed as active; ? = inconclusive; nt = no result given; & = joins results of further samples; [ ] = another dose, or the depositor's remark. Unless noted, calls follow the shape of the dose curve; as a rule, active = well fitted curve in the direction sought with a large enough effect; inconclusive = small, poorly fitted or top-dose-only effect, or another doubt; inactive = no such curve, though single readings can be large; an effect the other way counts as inactive or inconclusive.

#1 COc1ccccc1NC(=O)COc1ccc2c(c1)OCO2
#2 CC(Nc1[nH]c(=O)n(C)c(=O)c1N=O)c1ccccc1 (configuration not stated)
#3 Cc1nc2ccccc2c2c1CC(C)S2 (configuration not stated)
#4 CC1CN(C(=O)c2ccc(Br)c(S(=O)(=O)N3CCOCC3)c2)CC(C)O1 (configuration not stated)
#5 CC(=O)OC(COc1ccccc1)Cn1cnc2cc(C)c(C)cc21 (configuration not stated)
#6 CNCc1ccccc1Sc1ccc(OC)c(OC)c1
Compound	1	2	3	4	5	6
FLuc modulator	15µM*	-18%	?	0%	-13%&-7%	9%
p53 reactivation	18%	-3%	-1%	1%	0%	-7%
NPC1 promoter act	?	0%	0%	-10%	-1%	-3%
BRCA1 expr up	8%	-5%	8%	-13%	-15%	-7%
ELG1 genotox	?	10%	-5%	0%	10%	1%
TRPV1 ag	21	-2	1	-3	11	0
Tb PFK block	1%	-4%	1%	-1%	26%	0%
ELG1 DNA repair	?	10%	-5%	28%	0%	0%
Gal4-VP16 FLuc	10%	-2%	-4%	nt	-7%	-1%
Rab9 promoter act	-39%[inhibitor]	1%	-7%	1%	3%	-1%
RORg inh	33%	0%	?	nt	-42%	-32%

#7 CC1=C(C(=O)OC(C)C)C2(O)C(=O)c3ccccc3C2(O)N1 (configuration not stated)
#8 COc1cccc2c1CCC(NC(C)=O)C2=O (configuration not stated)
#9 COc1cc2ncc(S(=O)(=O)c3ccccc3)c(N3CCC4(CC3)OCCO4)c2cc1OC
#10 Cc1c(C(=O)OC(C)CCN(C)C)oc2ccccc12 (configuration not stated)
#11 CN(C)S(=O)(=O)c1ccc2c(c1)Cc1cc(S(=O)(=O)N(C)C)ccc1-2
#12 COc1ccccc1N(C(=O)CNS(=O)(=O)c1ccccc1)C(C(=O)NCc1ccco1)C(C)C (configuration not stated)
Compound	7	8	9	10	11	12
FLuc modulator	0%	-6%	-3%	1%	1%	5%
p53 reactivation	-6%	1%	-3%	?	3%	4%
NPC1 promoter act	0%	0%	-8%	0%	-7%	0%
BRCA1 expr up	0%	6%	-36%	0%	-12%	-10%
ELG1 genotox	-7%	0%	-10%	6%	-4%	-3%
TRPV1 ag	1	-2	13	-1	0	-4
Tb PFK block	-8%	0%	-5%	0%	1%	-1%
ELG1 DNA repair	3%	5%	?	15%	2.3µM*	-6%
Gal4-VP16 FLuc	9%	-3%	11%	0%	1%	-9%
Rab9 promoter act	0%	-3%	-2%	-2%	4%	18%
RORg inh	38%	2%	31%	-24%	-19%	36%

Look-ups from the entries so far.
For FLuc modulator, #9 reads -3%
For FLuc modulator, #12 reads 5%

Later entries:
#13 O=C(COc1ccc2c3c(c(=O)oc2c1)CCC3)N1CCCC1
#14 O=C(CCN1C(=O)c2ccncc2C1=O)NCc1ccc(Cl)cc1
#15 Nc1ccccc1Oc1c(F)c(F)c(Oc2ccccc2N)c(F)c1F
#16 COc1ccc(OC)c(NC(=O)CCN2CCCC(C)C2)c1 (configuration not stated)
#17 COc1nc(Cc2ccc(Cl)cc2)nc2ccccc12
#18 Cc1nnc(NC(=O)c2cccc(Br)c2)s1
Compound	13	14	15	16	17	18
FLuc modulator	4%	-2%	-12%	6%	0%	?
p53 reactivation	0%	0%	-4%	0%	-2%	10%
NPC1 promoter act	-5%	-2%	-9%	0%	-1%	23%
BRCA1 expr up	-15%	0%	-37%	-2%	13%	58%
ELG1 genotox	0%	2%	1%	2%	-3%	?
TRPV1 ag	-2	-1	3	4	-1	-5
Tb PFK block	-4%	0%	-1%	-4%	-3%	5%
ELG1 DNA repair	6%	4%	-10%	5%	-17%	?
Gal4-VP16 FLuc	?	-2%	-15%	-2%	-13%	-8%
Rab9 promoter act	4%	3%	-5%	2%	-2%	5%
RORg inh	17%	2%	3%	-8%	30%	-33%

Shown as a markdown table: part of the list above.
| entry | SMILES | FLuc modulator | p53 reactivation | NPC1 promoter act | BRCA1 expr up | ELG1 genotox | TRPV1 ag | Tb PFK block | ELG1 DNA repair | Gal4-VP16 FLuc | Rab9 promoter act | RORg inh |
| --- | --- | --- | --- | --- | --- | --- | --- | --- | --- | --- | --- | --- |
| 12 | COc1ccccc1N(C(=O)CNS(=O)(=O)c1ccccc1)C(C(=O)NCc1ccco1)C(C)C (configuration not stated) | 5% | 4% | 0% | -10% | -3% | -4 | -1% | -6% | -9% | 18% | 36% |
| 13 | O=C(COc1ccc2c3c(c(=O)oc2c1)CCC3)N1CCCC1 | 4% | 0% | -5% | -15% | 0% | -2 | -4% | 6% | ? | 4% | 17% |
| 14 | O=C(CCN1C(=O)c2ccncc2C1=O)NCc1ccc(Cl)cc1 | -2% | 0% | -2% | 0% | 2% | -1 | 0% | 4% | -2% | 3% | 2% |
| 15 | Nc1ccccc1Oc1c(F)c(F)c(Oc2ccccc2N)c(F)c1F | -12% | -4% | -9% | -37% | 1% | 3 | -1% | -10% | -15% | -5% | 3% |
| 16 | COc1ccc(OC)c(NC(=O)CCN2CCCC(C)C2)c1 (configuration not stated) | 6% | 0% | 0% | -2% | 2% | 4 | -4% | 5% | -2% | 2% | -8% |
| 17 | COc1nc(Cc2ccc(Cl)cc2)nc2ccccc12 | 0% | -2% | -1% | 13% | -3% | -1 | -3% | -17% | -13% | -2% | 30% |

Next results:
#19 COc1ccc(Cc2nc3c4c(ncn3n2)Oc2ccc3ccccc3c2C4c2ccc(OC)c(OC)c2)cc1 (configuration not stated)
#20 COC(=O)Cn1c(C)nc2ccccc21
#21 CC(=O)Nc1ccc(OCCOc2ccc(/C=C3\C(=N)N4N=C(C)SC4=NC3=O)cc2)cc1
#22 COCc1c(C(=O)NC2CCCCCC2)oc2ccccc12
#23 Cc1cccc(C(=O)Oc2ccc(/C=N/NC(=O)c3cc(O)cc(O)c3)cc2)c1
#24 Cc1cc(C)cc(C(=O)N2CCN=C2c2ccccc2)c1
Compound	19	20	21	22	23	24
FLuc modulator	0%	4%	3%	-7%	?	-1%
p53 reactivation	-4%	-8%	?	9%	3%	0%
NPC1 promoter act	-9%	4%	1%	-1%	-1%	1%
BRCA1 expr up	-45%	10%	4%	60%	4%	-1%
ELG1 genotox	8%	0%	?	1%	7%	0%
TRPV1 ag	1	0	0	?	-8	?
Tb PFK block	7%	-1%	-9%	-7%	-16%	-1%
ELG1 DNA repair	?	6%	0%	-23%	9%	-3%
Gal4-VP16 FLuc	-9%	3%	9%	-9%	-2%	-20%
Rab9 promoter act	-6%	-2%	8%	7%	4%	-1%
RORg inh	-10%	2%	5%	39%	5%	44%

#25 Cc1ccc(C2=NN(C(=O)c3ccccc3F)C(c3ccccc3F)C2)cc1 (configuration not stated)
#26 Cc1ccc(NC(=S)NC2CCSc3ccccc32)cc1 (configuration not stated)
#27 CC1Cc2ccccc2N1S(=O)(=O)c1cccc(C(=O)NCc2ccco2)c1 (configuration not stated)
#28 COc1ccc2c(c1)C(c1cccs1)=NNC(c1cccnc1)=N2
#29 O=c1c2cc(N3CCOCC3)ccc2[nH]c(=S)n1CCCN1CCCC1
#30 COCCSc1nnc(NC(=O)C2CC(=O)N(c3ccc(OC)cc3)C2)s1 (configuration not stated)
#31 COc1ccccc1N1C(=O)S/C(=C\c2cc(C)n(C)c2C)C1=O
#32 CCOC(=O)N1CCN(C(=O)/C(=C/c2ccc(OC)c(OC)c2)NC(=O)c2ccccc2)CC1
Compound	25	26	27	28	29	30	31	32
FLuc modulator	-13%	-10%	nt	0%	-1%	?	12µM*	2%
p53 reactivation	0%	8%	0%	3%	9%	2%	19%	0%
NPC1 promoter act	-4%	8%	nt	-4%	0%	-4%	3.5µM*	1%
BRCA1 expr up	-72%	-32%	-21%	20%	-24%	-11%	5.6µM*	0%
ELG1 genotox	-2%	-1%	-5%	1%	1%	18%	?	0%
TRPV1 ag	-4	-3	nt	1	-1	11	1	1
Tb PFK block	-8%	-6%	-1%	-2%	3%	0%	-4%	-7%
ELG1 DNA repair	?	?	-14%	-13%	?	3%	?	8%
Gal4-VP16 FLuc	-5%	5.6µM*	nt	?	-3%	-3%[10 µM]	-18%	3%
Rab9 promoter act	-4%	-2%	nt	-2%	-11%	-7%	2.5µM*	-11%
RORg inh	-18%	-102%	nt	?	6%	20%	?	2%
